Bioassay records deposited in PubChem by National Center for Advancing Translational Sciences (NCATS).
BRCA1 expr up: increases BRCA1 expression | MCF7-BRCA1-FFLuc reporter, luminescence, 48 h; response scale: scaled: vehicle 0%, 10 µM genistein 100% | Potency, µM (titrated, usually from 46.1 µM), inactives show top-dose activation, most hits filed as activators | actives 1.1% (n = 380,000) | AID 624202; active = well fitted activation curve with a large enough effect; inconclusive = small, poorly fitted or top-dose-only effect; inactive = no such curve, though single readings can be large or run the other way; also: potency is read from the fitted curve at half-maximal effect; nearly all actives have a fitted effect of over 80% in size; some results filed as inactive show a strong effect at the top dose
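48 h compound treatment of MCF7-BRCA1-FFLuc cells (phenol-red free MEM, 37 °C), then 15 min with luciferase substrate and luminescence imaging.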
Giardia killer: kills Giardia lamblia; actives 0.15% (n = 340,000); activity change, % at 7.66 µM, hits read low; Giardia lamblia trophozoite viability; in the data active = activity change below about -80%; inconclusive = between about -30% and that limit;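 also: parasites exposed to compound for two days anaerobically before the ATP read; % is scaled to controls: 0 for no effect and ±100 for the full control effect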
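Luminescence from cellular ATP indicates surviving trophozoites (100 cells/well) following 48 hrs anaerobic compound treatment at 37 deg C; signal develops 15-30 min at room temperature.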
* = called active by the depositor; ? = inconclusive; & = joins results of further samples; [ ] = dose if it differs, or a comment. Only part of the results is shown (hit frequency here may not be typical).

The first 2 compounds as a preview:
Values run as follows: BRCA1 expr up | Giardia killer
O=C(Cc1ccccc1)c1ccc(O)cc1
    11.2µM* | -2.1
CCCCCCCCNS(=O)(=O)CCNC1CCCCC1
    -15.0% | -3.5

Main list, from the start:
Values run as follows: BRCA1 expr up | Giardia killer
O=C(Cc1ccccc1)c1ccc(O)cc1
    11.2µM* | -2.1
CCCCCCCCNS(=O)(=O)CCNC1CCCCC1
    -15.0% | -3.5
COC(=O)CCCC(=O)N(C)CC1CCCN(CCc2ccccc2C)C1 (centres undefined)
    8.2% | 15.0
COCCN(C(=O)Cc1ccc(S(=O)(=O)N2CCOCC2)s1)c1c(N)n(CC(C)C)c(=O)[nH]c1=O
    -34.2% | -3.9
CC(C)=CCC/C(C)=C/COc1c2ccoc2cc2oc(=O)ccc12
    -10.8% | 9.0
Cc1ccccc1NC(=O)c1ccccc1N(C)S(=O)(=O)c1ccccc1
    -3.2% | -14.6
c1ccc(Cn2nnc3c(N4CCCCC4)ncnc32)cc1
    32.0% | 6.2
O=C(Cc1ccccc1[N+](=O)[O-])c1ccc2c(c1)OCO2
    ? | 10.3
Cc1nc(-c2ccccc2)nc2n[nH]c(N)c12
    8.4% | -2.8
O=[N+]([O-])c1cccc2cnccc12
    18.1% | 4.9
COC(=O)[C@H](Cc1ccc(O)cc1)NCCCn1cnc(C(=O)Nc2ccc(C)c(C)c2)n1
    -7.2% | 23.6
O=C(O)c1ccccc1C(c1ccccc1)c1ccccc1O (centres undefined)
    -33.0% | 14.2
COc1ccc(S(=O)(=O)N2CCOCC2)cc1NC(=O)COC(=O)CCS(=O)(=O)c1ccc(C)cc1
    -3.5% | 7.6
CN(C)N1C(=O)/C(=C/c2ccco2)SC1=Nc1ccccc1
    -4.9% | -6.6
C1CC1C(=NN=C(C1CC1)C1CC1)C1CC1
    -4.3% | -10.2
Cc1ccc(S(=O)(=O)NN=Cc2cc(Cl)ccc2O)cc1
    -52.6% | 14.5
O=C(Cc1cccc(NC(=O)C2CCCN(C(=O)c3ccccc3)C2)c1)Nc1ccc(C(=O)N2CCCCC2)cc1 (centres undefined)
    -25.2% | 7.0
O=C(c1cccc(C(F)(F)F)c1)N1CCC(=O)N(C(CO)Cc2ccccc2)CC1 (centres undefined)
    -32.1% | 6.7
O=C1OC(c2ccccc2)(c2ccc(O)cc2)c2ccccc21 (centres undefined)
    -40.8% | -19.8
CCOC(=O)[C@@H]1[C@H]2COc3ccccc3[C@@H]2N2C(=O)N(c3ccc(C(F)(F)F)cc3)C(=O)[C@]12C
    -32.0% | 5.4

No new results follow: entries from further up.
Values run as follows: BRCA1 expr up | Giardia killer
O=C1OC(c2ccccc2)(c2ccc(O)cc2)c2ccccc21 (centres undefined)
    -40.8% | -19.8
CCOC(=O)[C@@H]1[C@H]2COc3ccccc3[C@@H]2N2C(=O)N(c3ccc(C(F)(F)F)cc3)C(=O)[C@]12C
    -32.0% | 5.4

Further records.
Values run as follows: BRCA1 expr up | Giardia killer
Cc1ccc(Cn2c(C3CCCN3c3nc(C)cs3)nc3cc(C(=O)NCCCO)ccc32)cc1 (centres undefined)
    11.3% | 10.5
CC(C)C[C@H]1CNC(=S)N1CC1CCCN1C[C@H](CC(C)C)N1C[C@H](Cc2ccc(O)cc2)N(CC2CCCCCC2)C1=S (some centres undefined)
    0.0% | 18.8
COc1ccc(S(=O)(=O)N2CCCCC2)cc1NC(=O)Cn1c(=O)cnc2ccccc21
    2.8% | 2.3
CC(=O)Nc1cc2oc3ccccc3c2cc1[N+](=O)[O-]
    -2.8% | -11.2
Cc1cc(NC(=O)CSCC(=O)Nc2cc(C(F)(F)F)ccc2N2CCCCC2)no1
    -21.4% | 0.4
CCCCCCCCN1[C@@H](CC(=O)OC)c2cc(F)ccc2S1(=O)=O
    -13.2% | 8.0
Nc1ccc(CNC(=O)OCC2c3ccccc3-c3ccccc32)cc1
    9.8% | -4.7
C/C(=N\Nc1ccccc1)c1cccs1
    -1.4% | -3.5
O=[N+]([O-])c1cccc(Cn2cnc3c(=S)nc[nH]c32)c1
    -24.5% | -3.2
Cc1ccc(S(=O)(=O)N2CCN(C(=O)COC(=O)COc3ccc(Cl)c(C)c3)CC2)c(C)c1
    17.1% | 49.3[activator]
CCOC(=O)c1cc(-c2ccc(F)cc2)n(CC(=O)Nc2nccs2)c1C
    -38.9% | -0.1
C=CCNC(=O)c1ccc2c(c1)S(=O)(=O)c1ccccc1C2=O
    7.0% | -15.2
O=C1NC(=S)NC1=Cc1ccco1
    -6.7% | 1.4
COc1ccc(-c2noc(CN(C)S(=O)(=O)c3ccccc3)n2)cc1OC
    14.3% | -24.3
OC1COCOC1C(O)C1OCOCC1O (centres undefined)
    -4.7% | 8.9
CCN(CCc1ccccc1)c1ccc2c(c1)C1CC2CCN1C(=O)OCc1ccccc1 (centres undefined)
    6.8% | -9.6
CC(OC(=O)c1ccccc1C(=O)O)c1ccccc1 (centres undefined)
    -5.4% | -5.5
Cc1ccc(-c2nc3cccc(C)n3c2Nc2ccc(F)cc2)o1
    -6.8% | -10.7
O=C(C=Cc1cccc(O)c1)c1ccccc1O
    33.8% | -25.9
CC1COCC(C)N1C1=C(Cl)C(=O)c2ccccc2C1=O (centres undefined)
    -93.4% | 16.1

More results follow:
Values run as follows: BRCA1 expr up | Giardia killer
COc1cc(C2C3=C(COC3=O)Oc3cc4c(cc32)OCO4)cc(OC)c1OC (centres undefined)
    ? | 0.4&-8.5
CC(C)C[C@@H](CNCC(=O)[C@H](CC(=O)O)NC(=O)c1[nH]cnc1C(=O)N[C@H](CN)CC(C)C)NC(=O)c1nc[nH]c1C(=O)N[C@@H](C)C(=O)O
    12.4% | 3.2
Cc1cc(O)c(N=Cc2cc3c(cc2[N+](=O)[O-])OCO3)cc1C
    -8.5% | -8.8
c1ccc(CN2CCc3[nH]c4ccccc4c3C2)cc1
    12.8% | 7.1
O=C(O)C[C@H]1c2cc(C(F)(F)F)ccc2S(=O)(=O)N1C1CCCC1
    6.9% | -23.7
Nc1c(Cl)ncnc1Nc1ccc(C(=O)O)cc1
    19.2% | -26.4
O=C(/C=C/c1cccs1)NCc1cccs1
    ? | -6.1
C=C1[C@H](C)CN[C@H]1CCO
    -0.1% | 10.7
CCNc1nc(C#N)nc(Nc2ccccc2)n1
    -45.2% | -1.9
COc1ccc2c(c1)C1OCCC1C(c1ccco1)N2 (centres undefined)
    ? | ?
Nc1nc2ccc(Cl)cc2[nH]1
    -25.7% | 7.5
C=CCOC(=O)C1=C[C@H](c2ccc(Br)cc2)C[C@H](OCc2ccc(CO)cc2)O1
    20.4% | -16.1
N#C/C(=C/c1ccc(N2CCCCCC2)o1)c1ccc(F)cc1
    -78.9% | -0.9
O=c1[nH]c2cc(Cl)c(Cl)cc2o1
    -4.7% | 9.6
Clc1ccc(C=NN2CCCCCC2)cc1Cl
    8.91µM* | -11.7
NC(=S)NN=C1CCCCCCCCC1
    -32.0% | 4.6
CC(C)C[C@@H](CN1CCCC1CN1C(=S)NC[C@@H]1Cc1ccc(O)cc1)N1C[C@H](Cc2ccc(O)cc2)N(CC2CCCCCC2)C1=S (some centres undefined)
    -79.3% | 34.3[activator]
O=C(NCCOc1ccccc1)C1CCC(=O)N(CCCN2CCOCC2)C1 (centres undefined)
    3.5% | 2.1
COCCN(C(=O)COC(=O)/C=C/c1ccc(Cl)c(Cl)c1)c1c(N)n(Cc2ccccc2)c(=O)[nH]c1=O
    -38.2% | 2.2
CCO[C@@H]1OC(C(=O)NC2CC2)=C[C@H](c2coc3ccccc3c2=O)[C@H]1CCCO
    -3.3% | -1.5

Other records follow:
Values run as follows: BRCA1 expr up | Giardia killer
Cc1ccccc1-c1csc(N)n1
    71.0% | 8.6
C=CCn1c(SCC#N)nc2ccc(Cl)cc2c1=O
    12.2% | -3.4
Fc1ccc2nncc(SCc3ccccc3Cl)c2c1
    -47.5% | 0.5
O=C1CCCC2=C1CC(C(=O)OCc1ccccc1)C(=O)N2Cc1ccccc1 (centres undefined)
    22.6% | -2.4
O=C(Cc1cccc(NC(=O)C2CCN(C(=O)C3CC3)CC2)c1)Nc1cccc(C(=O)N2CCCCC2)c1
    -9.0% | 36.2[activator]
O=[N+]([O-])c1ccc(NN=Cc2ccccc2O)nc1
    -63.8% | 18.4
CCOC(=O)c1[nH]c(=S)[nH]c1C
    -4.8% | 5.1
CN(C)CCCN1c2ccc([N+](=O)[O-])cc2CCc2cc([N+](=O)[O-])ccc21
    -3.9% | 13.4
C(/C=C/c1ccccn1)=C\c1ccccc1
    ? | 5.7
Cc1ccccc1C(=O)N1CCC(C(=O)Nc2ccc(S(=O)(=O)N3C(C)CCCC3C)cc2)CC1 (centres undefined)
    -58.8% | -0.4
Nc1ccc(CCNc2ncnc3c2ncn3[C@@H]2O[C@H](CO)[C@@H](O)[C@H]2O)cc1
    16.3% | 45.5[activator]
CC1(C)CCC(=NNC(N)=S)CC1
    -29.0% | 50.1[activator]
c1ccc(CCn2cccc2)nc1
    -1.1% | 22.8
CC(C)C[C@H]1COCCS(=O)(=O)N1Cc1ccccc1F
    -6.8% | 5.1
CC(CNC(=O)c1ccccc1[N+](=O)[O-])NC(=O)c1ccccc1[N+](=O)[O-] (centres undefined)
    -0.5% | 6.3
COc1cc(OC)c(C(=O)NNC(=O)c2ccc(NS(=O)(=O)c3cccs3)cc2)cc1OC
    -2.8% | -9.9
CCOc1ccc(OCCC(=O)N(CC)CC(=O)Nc2ccccc2OC)cc1
    -1.8% | 7.6
COc1cc(C(=O)OCc2csc(CC(=O)Nc3cc(C)ccc3C)n2)ccc1OC(F)F
    -6.4% | -9.7
CC(=O)Nc1ccc2c(c1)Cc1c-2cc(Cl)c(NC(C)=O)c1Cl
    14.4% | 5.8
CCCCN1C(=O)C(C#N)CC2=C1CC(C)(C)CC2=O (centres undefined)
    0.0% | 14.0

Going on with the list.
Values run as follows: BRCA1 expr up | Giardia killer
CCCN1CNc2c(c(=O)[nH]c(=S)n2CCc2cccc(Cl)c2Cl)C1
    7.0% | -11.8
O=C1N[C@@H](Cc2ccccc2)C(=O)N2[C@H]1C[C@]1(Br)c3ccccc3N(S(=O)(=O)c3ccc(F)cc3)[C@H]21
    -11.3% | 20.5
COc1cc(/C=C(\CC(=O)O)c2nc3ccccc3s2)ccc1OCC(=O)Nc1ccccc1F
    -3.1% | -17.0
CCNc1cc2c(cc1O)CCC1C2CCC2(C)C(O)CCC12 (centres undefined)
    -13.5% | -5.0
CCOC(=O)CNC(=O)N1CCCC(Cc2ccccc2)(C(=O)OCC)C1 (centres undefined)
    -15.9% | -2.7
CCN(C(=O)CSc1nnc(-c2ccc(OC)cc2)n1N)c1c(N)n(Cc2ccccc2)c(=O)[nH]c1=O
    -20.5% | -13.6
O=C1C2C3C=CC(C3)C2C(=O)N1c1ncc([N+](=O)[O-])s1 (centres undefined)
    2.2% | -1.3
S=C(NCc1ccco1)NCc1ccco1
    -10.0% | -0.6
C/C(CCc1ccc2c(c1)OCO2)=N\N=C1\NC(=O)CC(C(=O)Nc2ccc(C(=O)O)cc2)S1 (centres undefined)
    -3.5% | 28.3
COc1ccc(OC)c(C2C(C(=O)c3ccc(C)o3)=C(O)C(=O)N2CCCN2CCOCC2)c1 (centres undefined)
    -4.0% | 6.9
COc1cc(C(C)=O)ccc1OCC(=O)Nc1cc(S(=O)(=O)N2CCOCC2)ccc1N1CCCC1
    -36.5% | 12.4
CCCOC(=O)CSc1nc(N)c(C#N)c(-c2ccco2)c1C#N
    -27.3% | 4.6
COc1ccccc1N1CCN(CCN2C(=O)CC(=C3c4ccccc4-c4ccccc43)C2=O)CC1
    3.5% | -19.6
C/C(Cn1cnc([N+](=O)[O-])n1)=N\NC(=O)c1ccccc1F
    3.1% | -4.7
CCOC(=O)c1cc2nc(OCC)nc(OCC)c2[nH]1
    -30.0% | -13.1
CCOc1ccccc1C=C1SC(=S)N(CC)C1=O
    -21.9% | -4.2
C[C@H](O)[C@@H]1C(=O)N2CCc3ccc(-c4cccc(F)c4)cc3[C@@H]2C[C@@H]1N(C)S(=O)(=O)c1ccccc1
    -50.4% | -15.8
CC(C)C[C@@H](CN)NC(=O)c1nc[nH]c1C(=O)N[C@@H](Cc1c[nH]c2ccccc12)C(=O)CNC[C@H](C)NC(=O)c1nc[nH]c1C(=O)N[C@@H](CC(=O)O)C(=O)O
    9.5% | 13.3
COc1ccc2[nH]c(=O)c(-c3nnn(-c4ccc(F)cc4)n3)cc2c1
    -7.1% | 5.1
O=C(Nc1cccc(C(=O)NC2CC2)c1)c1ccccc1
    23.9% | 4.7

Continuation.
Values run as follows: BRCA1 expr up | Giardia killer
COc1ccc(-c2nn(-c3ccccc3)cc2C(=O)N(C)CC(=O)Nc2ccccc2Br)cc1
    3.5% | -28.2
COCCN1C(=O)c2oc3cc(C)c(C)cc3c(=O)c2C1c1ccc(O)cc1 (centres undefined)
    -1.7% | 6.3
C=C(C)c1nc(Oc2ccccc2)nc(Oc2ccccc2)n1
    -89.4%[inhibitor] | -17.1
CCN(CC)CCCC(C)Nc1nccc2cccc(Cl)c12 (centres undefined)
    -0.2% | 10.4
CCOc1ncnc2c1sc1nc3c(cc12)COC(C)(C)C3
    8.6% | 5.2
CCc1cc(=O)oc2cc(OS(C)(=O)=O)ccc12
    -7.6% | 8.9
O=c1cc(-c2ccccc2)nc(Sc2ccc([N+](=O)[O-])cc2[N+](=O)[O-])[nH]1
    -91.9% | -8.8
COc1ccccc1NC(=S)NNC(=O)c1ccccc1
    30.9% | -15.0
